# MazEF act: MazEF (E. coli) toxin RNase activation | 350,000 tested, 0.32% active | activation, % at 20 µM | P0AE70 | FAM/BHQ RNA-DNA oligo cleavage fluorescence, 5 h | AID 504720; in the data active = activation above about 50%
# Target sequence (P0AE70 whole entry, looked up): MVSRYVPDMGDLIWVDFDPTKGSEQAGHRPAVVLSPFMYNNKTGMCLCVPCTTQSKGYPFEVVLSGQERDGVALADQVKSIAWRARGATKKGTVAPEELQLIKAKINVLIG
# SSB-PriA inh: K. pneumoniae PriA-SSBct interaction inhibition; AID 1272365; inhibition, % at 33 µM; AlphaScreen SSBct-PriA binding, biotinylated peptide; 430,000 tested, 0.6% active; in the data active = inhibition mostly above about 37%, no sharp cut-off; inactive = mostly below about 20%;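 note: plate controls were negative control peptide for no effect and reference peptide for full effect; strong numbers were not always called active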
# VHR inh abs: blocks human VHR1 dual specificity phosphatase | recombinant VHR phosphatase, pNPP absorbance | P51452 | inhibition, % at 13.3 µM | 290,000 tested, 0.52% active; in the data active = inhibition above about 50%; note: some compounds called inactive have numbers as strong as hits
# Target sequence (P51452 whole entry, looked up): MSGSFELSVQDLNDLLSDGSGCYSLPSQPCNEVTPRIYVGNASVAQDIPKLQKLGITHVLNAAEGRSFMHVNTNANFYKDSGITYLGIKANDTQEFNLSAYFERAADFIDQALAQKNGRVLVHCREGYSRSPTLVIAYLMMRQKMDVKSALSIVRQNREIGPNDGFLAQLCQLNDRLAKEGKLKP
# 3CLpro inhibitor: SARS-CoV 3CLpro protease inhibition; P0C6X7; recombinant SARS-CoV 3CLpro, quenched FRET peptide cleavage; inhibition, % at 6 µM; 290,000 tested, 0.14% active; AID 1706; in the data active = inhibition above about 12%
# PrPC surface inh: cell surface PrPC inhibition, primary TR-FRET screen; AID 720596; 370,000 tested, 0.43% active; P04156; TR-FRET read-out; inhibition, % at 13.8 µM; in the data active = inhibition above about 24%; note: 0% = median of the test wells and 100% = reference compound wells
# CCHF vOTU inh: CCHFV vOTU protease inhibition; Pep-AMC fluorescence; inhibition, % at 11.5 µM; 370,000 tested, 0.55% active; AID 651958; in the data active = inhibition above about 30%; note: 0% = vehicle wells with enzyme and 100% = no enzyme wells
# BoNT-A LC inh2: BoNT A light chain protease inhibition; multiplex microsphere protease substrate cleavage, flow cytometry; inhibition, % at 10 µM; 360,000 tested, 0.17% active; note: plate controls were buffer without enzyme for full effect and enzyme alone for no effect
# Anthrax LF prot: blocks Bacillus anthracis lethal factor protease. P15917. multiplex microsphere protease cleavage assay, LF. inhibition, % at 10 µM. 360,000 tested, 0.12% active; note: plate controls were buffer without enzyme for full effect and enzyme alone for no effect
# Rv3671c inh: inhibits the M. tuberculosis serine protease Rv3671c; AID 2606; inhibition, % at 5.96 µM; P9WHR9; 320,000 tested, 0.048% active; in the data active = inhibition above about 38%;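 note: extracellular domain of Rv3671c used as enzyme; 0% = enzyme with DMSO and 100% = no enzyme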
# Target sequence (P9WHR9 whole entry, looked up, the tested form may be a part): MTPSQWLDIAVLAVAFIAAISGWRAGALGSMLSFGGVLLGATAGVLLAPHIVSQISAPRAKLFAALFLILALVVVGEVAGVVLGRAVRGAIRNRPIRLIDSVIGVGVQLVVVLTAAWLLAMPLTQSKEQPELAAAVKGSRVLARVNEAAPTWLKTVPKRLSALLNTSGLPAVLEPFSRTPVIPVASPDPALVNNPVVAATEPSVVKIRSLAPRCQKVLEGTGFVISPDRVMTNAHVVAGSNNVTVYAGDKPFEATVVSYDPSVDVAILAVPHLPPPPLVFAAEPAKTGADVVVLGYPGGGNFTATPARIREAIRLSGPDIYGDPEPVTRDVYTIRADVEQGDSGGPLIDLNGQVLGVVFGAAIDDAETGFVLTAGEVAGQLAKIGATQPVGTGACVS
# BoNT F protease: blocks Botulinum neurotoxin F light chain protease; Multiplex microsphere protease cleavage assay, flow cytometry; 360,000 tested, 0.22% active; inhibition, % at 10 µM; in the data active = inhibition above about 35%, passing the limit was not always enough; inconclusive = no clear call, values can overlap the other calls; note: plate controls were buffer without enzyme for full effect and enzyme alone for no effect
# The depositor's hits bear a star; ? = inconclusive; . = not tested or not shown; & = joins results of further samples. Cut-off read from the data, not from the text of the source, unless noted: active = inhibition above about 30%; inconclusive = no clear call, values can overlap the other calls; inactive = below that. Only part of the results is shown; the hit share may differ from the screen's.
canonical_smiles,MazEF act,SSB-PriA inh,VHR inh abs,3CLpro inhibitor,PrPC surface inh,CCHF vOTU inh,BoNT-A LC inh2,Anthrax LF prot,Rv3671c inh,BoNT F protease
COc1ccc(C(OC(=O)c2ccco2)C(=O)NC(C)(C)C)cc1OC (centres undefined),3,24,.,.,3,-8,-0.9,0,.,?
O=C(NC1CC1)c1ccc2c3c(cccc13)CC2,0,4,7,2,-5,2,-0.5,-2,-4,1
Cc1ccc(S(=O)(=O)Nc2cccc(C(=O)NCCCN3CCOCC3)c2)cc1F,2,6,.,.,-2,2,5.1,-7,5,4
CCCCNC(=O)CS(=O)Cc1nc(-c2cccc(C)c2)oc1C (centres undefined),14,2,-8,-2,-5,1,-0.4,-6,-3,1
O=C1N[C@@H](Cc2ccccc2)C(=O)N2[C@H]1C[C@]1(Br)c3ccccc3N(S(=O)(=O)c3ccccc3)[C@H]21,5,6,.,.,1,-15,0.3,0,3,-4
COc1ccc(-c2noc(CN(Cc3nccn3C)C(C)C)n2)cc1,5,-10,31,-2,1,-4,-0.3,-2,-2,-9
COc1cc(C=C2CN(C)C(=O)C2=O)ccc1O,-22,.,.,.,-4,12,0.0,1,.,0
CCCC(C)NC(=O)CSc1nc(-c2ccccc2)cn1N (centres undefined),3,-6,22,-3,3,2,0.5,0,-5,-1
Cc1cccc(NC(=O)C(C)N2CC=C(c3ccccc3)CC2)c1 (centres undefined),-11,-8,13,-1,4,-4,-0.2,-1,-7,1
Cc1cc(Cl)ccc1NC(=O)CSc1n[nH]c(N)n1,0,-8,.,.,5,-8,-0.2,-10,-3,-8
COc1ccc(CC2(CO)COc3ccccc3C2=O)cc1 (centres undefined),4,1,.,.,14,-11,-0.3,8,-4,-4
CCN1CCN(CCCNC(=O)CCC(=O)N2CCOc3ccc(Cl)cc32)CC1,13,-4,13,4,-2,-1,-0.1,-7,2,-4

# Retrieved by structure from the entries so far, 4 records:
canonical_smiles,MazEF act,SSB-PriA inh,VHR inh abs,3CLpro inhibitor,PrPC surface inh,CCHF vOTU inh,BoNT-A LC inh2,Anthrax LF prot,Rv3671c inh,BoNT F protease
O=C(NC1CC1)c1ccc2c3c(cccc13)CC2,0,4,7,2,-5,2,-0.5,-2,-4,1
Cc1cccc(NC(=O)C(C)N2CC=C(c3ccccc3)CC2)c1 (centres undefined),-11,-8,13,-1,4,-4,-0.2,-1,-7,1
CCCCNC(=O)CS(=O)Cc1nc(-c2cccc(C)c2)oc1C (centres undefined),14,2,-8,-2,-5,1,-0.4,-6,-3,1
CCCC(C)NC(=O)CSc1nc(-c2ccccc2)cn1N (centres undefined),3,-6,22,-3,3,2,0.5,0,-5,-1

# Next section.
canonical_smiles,MazEF act,SSB-PriA inh,VHR inh abs,3CLpro inhibitor,PrPC surface inh,CCHF vOTU inh,BoNT-A LC inh2,Anthrax LF prot,Rv3671c inh,BoNT F protease
CN1C(=O)[C@H]2[C@@H](c3ccc(C(F)(F)F)cc3)N[C@]3(CCCN(Cc4ccc(F)cc4)C3=O)[C@H]2C1=O,3,.,.,.,-1,3,-0.4,-3,.,-5
CC(=O)Nc1ccc(S(=O)(=O)N2CCN(c3nc(C)cc(C)n3)CC2)cc1,-2,-9,21,1,-1,-11,-1.7,-22,3,?
Cc1c(NC(=S)NCc2ccc(F)cc2)cccc1[N+](=O)[O-],13,5,-4,4,-4,8,-0.6,-1,0,0
Cc1ccc2sc(C)[n+](CCCS(=O)(=O)[O-])c2c1,-2,8,24,2,-1,-4,0.2,0,-4,-2
CCN(c1ccccc1)S(=O)(=O)c1ccc(Oc2ccc([N+](=O)[O-])cc2)nc1,-5,14,.,.,-4,6,6.7,-1,-3,9
Nc1cc(=O)[nH]c(SCC(=O)NCC2CCCO2)n1 (centres undefined),4,-9,19,0,0,-2,-1.2,0,4,-3
COc1ccc(C2SCC(=O)N2c2c(C)n(C)n(-c3ccccc3)c2=O)c(OC)c1 (centres undefined),6,-14,31,-1,-1,11,0.0,3,3,-26
Cc1ccc2[nH]c(-c3ccccc3)c(CN3CCN(C)CC3)c(=O)c2c1,-13,-2,20,-2,0,0,-0.2,-4,-10,-8
Nc1nonc1-n1nnc(C(=O)N/N=C/c2cccc(Cl)c2)c1CN1CCCC1,6,.,.,.,-5,5,0.5,-1,4,-4
c1ccc(N2CCN(c3cnccn3)CC2)nc1,-9,-2,34,-1,0,2,-0.3,-3,-10,-6
C=CCn1c(SCCC#N)nnc1-c1ccncc1,7,-8,-24,-8,1,3,-1.9,-15,4,-1
O=C(N/N=C/c1cc([N+](=O)[O-])cc([N+](=O)[O-])c1O)C(O)(c1ccccc1)c1ccccc1,2,.,.,.,-15,21,-3.0,-3,2,-7
Cc1noc(C)c1S(=O)(=O)N1CCC(C(=O)NCCCN2CC(C)CC(C)C2)CC1 (centres undefined),9,-3,13,0,-3,-5,-0.6,-2,0,7
Nc1c(C(=O)N2CCOCC2)sc2nc3c(cc12)CCC3,-11,-2,13,-3,2,5,-0.7,3,8,-11
C[C@@H]1CN([C@@H](C)CO)C(=O)c2cc(NS(=O)(=O)c3cccs3)ccc2O[C@H]1CN(C)Cc1ccc(C(F)(F)F)cc1,8,-1,.,.,-6,12,-0.1,-1,-11,1
CCC(C)NC(=O)COC(=O)c1cc([N+](=O)[O-])ccc1Sc1nc(C)cs1 (centres undefined),-1,-5,26,4,-11,-2,-0.3,1,1,4
Cc1ccc([N+](=O)[O-])cc1NC(=O)C(C)NS(=O)(=O)c1ccc(F)cc1 (centres undefined),21,-10,6,0,-1,-10,-0.5,-11,-4,-6
CC(C)NC(=O)c1ccccc1-c1ccccc1,-3,2,-2,-1,-3,-4,?,?,6,?
Cc1n[nH]c(C)c1CCC(=O)N/N=C/C=C/c1ccccc1,4,.,-6,5,-17,1,-0.5,-1,2,0
C/C(=N\Nc1ccc(C(F)(F)F)cn1)c1ccncc1,0,.,19,0,0,-8,0.9,-2,-1,1
COc1ccc(-n2c(=O)[nH]c3cc(C(=O)NCCc4ccccc4)ccc3c2=O)cc1OC,8,5,.,-6,-2,-4,-0.1,2,1,-6
CC(NC(=O)CNC(=O)c1ccccc1F)c1ccc(-n2ccnc2)cc1 (centres undefined),9,-11,.,.,-2,16,-0.4,-11,-5,-11
CC(C)CNC(=O)c1cccc(C(=O)NCC(C)C)c1,-3,-39,26,1,6,15,-0.6,-1,5,0
S=C(NCc1ccccn1)Nc1ccc(Cl)cc1,-10,15,16,-1,-5,0,0.4,-9,2,-6
CN1CCN(C(=O)c2cc(COc3c(F)cccc3F)on2)CC1c1ccccc1 (centres undefined),2,-25,35,0,-11,12,-2.4,-4,4,-16
Cc1cccc(C(=O)N2CCCC(Nc3ccc(C(C)C)cc3)C2)n1 (centres undefined),8,3,11,-2,1,-7,2.2,2,9,-2
Cc1cccc(/C(N)=N/OC(=O)c2ccco2)c1,-6,.,27,1,9,8,0.5,0,0,-1
COc1ccccc1Oc1c(C)oc2c(CN3CCN(CCO)CC3)c(O)ccc2c1=O,7,1,21,9,6,-136,.,.,26,.
Cc1ccc(NC(=O)c2ccc(Cl)c(N3C(=O)CCC3=O)c2)cc1,2,-24,-2,-5,-2,18,0.2,-5,5,-1
CCc1ccccc1NC(=O)C1(S(=O)(=O)c2ccc(C)cc2)CC1,10,-13,20,0,-1,8,-0.6,-1,-2,3
O=S1(=O)CCOC[C@H](c2ccccc2)N1Cc1ccccc1F,2,-14,9,-3,0,8,0.2,-7,-4,-7
CCCCn1c(=O)c(C(=O)Nc2ccccc2N)c(O)c2ccccc21,13,-7,21,-2,-6,6,0.5,2,4,-2
Cc1nn(-c2ccccc2)c(C)c1NC(=O)COC(=O)CCc1ccccc1,-3,-3,22,11,2,-3,1.6,-1,-8,14
Cc1nc([N+](=O)[O-])nn1C12CC3CC(CC(Cl)(C3)C1)C2,0,2,21,6,-4,-26,-0.3,0,7,4
COc1cc(O)c2c(=O)c(-c3ccc(O[C@@H]4O[C@H](CO)[C@@H](O)[C@H](O)[C@H]4O)cc3)coc2c1,2,-6,-11,-2,-8,-6,-4.8,11,.,-44
Clc1ccc(Nc2ccc(Cl)nn2)cc1,2,-11,12,-5,6,-6,.,.,7,.
COc1ccc(COC(=O)C2=C(C)NC(=O)NC2c2ccc(O)cc2)cc1 (centres undefined),5,3,30,-6,10,2,.,.,-19,.
CC(=O)c1cc(-c2ccccc2)n(CCC(=O)NC2CCCCCC2)c1C,-3,5,-7,0,8,4,-0.4,-2,-8,7
O=S(=O)(NC1CCCCC1N1CCOCC1)c1ccc(Cl)cc1 (centres undefined),-28,-20,34,0,8,14,0.6,5,0,5
COc1ccc(C2/C=C\CN(CC(C)(C)C)CC(=O)N2Cc2ccc(F)cc2)cc1 (centres undefined),-12,-6,0,.,3,-3,0.4,1,1,-5
O=C(N1CCOCC1)N1CCC(NC(=O)C23CC4CC(CC(C4)C2)C3)CC1,-11,-6,22,3,0,3,0.3,-1,-6,-9
CCOC(=O)[C@]12CCC=C1N(Cc1ccccc1)C(=O)[C@H](CC(=O)NCCc1ccccc1OC)C2,.,.,.,.,10,6,0.3,-4,.,0
CC(C)c1ccc(NC(=O)COC(=O)C2CC3C=CC2C3)cc1 (centres undefined),-5,-1,.,.,11,15,2.8,1,8,11
O=C(NNc1cc(Cl)cc(Cl)c1)c1cccs1,2,-3,-19,3,16,-12,.,.,-6,.
O=C1C=CN2CCCC2CC1 (centres undefined),-16,-6,.,.,7,-5,0.3,2,-1,-6
Cc1ccc(C)c(N2CCN(C(=O)CCNS(=O)(=O)c3ccc4c(c3)oc(=O)n4C)CC2)c1,2,-11,4,-1,-8,4,0.8,1,-4,2
O=C(Nc1ccc2c(c1)CCC2)c1cnccn1,4,-7,21,5,-9,-6,2.2,-2,7,1
O=C(Nn1cnnc1)c1ccncc1,5,-6,15,5,5,-3,-1.2,-6,6,1
CCc1ccc(OCC(=O)Nc2ccncc2)c(Br)c1,0,1,-8,-1,5,-10,-1.2,4,-3,-10
O=C(c1ccc2ccccc2c1)N1CCc2ccccc21,7,-5,-17,4,-5,10,-1.1,3,3,3
COC(=O)c1cc(=O)n(Cc2ccco2)c(=Nc2ccc(F)c(Cl)c2)s1,-15,0,38,1,7,10,-0.4,-9,-19,-14
Cc1ccccc1-n1c(-c2ccncc2)n[nH]c1=S,2,0,-1,.,0,-1,0.8,-2,-10,5
Fc1ccc(Nc2nc(NCc3ccco3)c3ccccc3n2)cc1,11,14&0,-18,4,18,14,-1.7,-2,3,-22
CC1CCN(C(=O)C2CCN(S(=O)(=O)N3CCC4(CC3)OCCO4)CC2)CC1,2,-18,24,-8,5,9,-0.3,0,-5,-6
CCOC(=O)C1CCN(Cc2cc(C(C)(C)C)c(O)c(C(C)(C)C)c2)CC1,-1,-6,-23,3,-4,-4,0.0,-4,0,-5
Cc1nc([N+](=O)[O-])c(C(=O)OCc2ccccc2F)n1C,-2,0,22,2,-12,13,0.5,-2,-2,-1
CCC(C)(C)n1nnnc1C(c1ccccc1F)N1CCC(C(N)=O)CC1 (centres undefined),6,-2,8,-1,-1,6,0.4,1,2,2
COC(=O)Nc1ccc(OC)c(OC)c1,-4,-4,7,3,-3,-3,-0.1,2,-6,-1
O=C([C@H]1O[C@@H](n2ccc(=O)[nH]c2=O)[C@H](O)[C@@H]1O)N1CCN(Cc2ccccn2)CC1,.,.,.,.,-3,5,-0.1,0,.,2
C[C@H](CO)N1C[C@H](C)[C@@H](CN(C)S(=O)(=O)c2ccc(F)cc2)Oc2ccc(NC(=O)c3ccncc3)cc2C1=O,-2,5,.,.,-3,-4,-0.3,-11,-4,-14
CCC(NC(=O)OCc1ccccc1)C(=O)Oc1ccc2ccc(=O)oc2c1 (centres undefined),3,4,17,8,7,-359,-0.1,11,3,16
